Compound activity as filed in PubChem.
Menin-MLL TR inh: menin-MLL binding inhibition, Texas Red mutant peptide. O00255. Menin + Texas Red MLL mutant peptide, fluorescence polarization. Potency, µM (titrated, usually from 61.6 µM), for inactives: at the highest dose FP activity change, negative = inhibition, most hits filed as inhibitors. 270,000 tested, 0.23% active; active = well fitted inhibition curve with a large enough effect in the polarisation, with a control signal flat, not every such curve was filed as active; inconclusive = small, poorly fitted or top-dose-only effect, or effect the other way, or a change in a side signal; inactive = no such curve, though single readings can be large or run the other way; the % refers to the polarisation; also: potency is read from the fitted curve at half-maximal effect; % of control where 0% means no effect; many of its hits are not listed in these tables
Giardia killer: kills Giardia lamblia; Giardia lamblia trophozoite viability; activity change, % at 7.66 µM, hits read low; 340,000 tested, 0.15% active; AID 540267; in the data active = activity change below about -80%; inconclusive = between about -30% and that limit;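 also: parasites exposed to compound for two days anaerobically before the ATP read; % is scaled to controls: 0 for no effect and ±100 for the full control effect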
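Killing of trophozoites was scored by loss of ATP luminescence after a 48 hrs anaerobic exposure to compounds at 37 deg C, using 100 cells per well.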
PTAP TSG101 blk: blocks PTAP/TSG101 interaction to inhibit HIV-1 budding; Fluorescence polarization, FITC-PTAP peptide / Tsg101 binding; Potency, µM (series often up to 115 µM), for inactives: at the highest dose activity change, negative = inhibition, actives largely listed as inhibitors; 340,000 tested, under 10 active; active = well fitted inhibition curve with a large enough effect in the main read-out, with a control signal flat, not every such curve was filed as active; inconclusive = small, poorly fitted or top-dose-only effect, or effect the other way, or a change in a side signal; inactive = no such curve, though single readings can be large or run the other way; also: potency is read from the fitted curve at half-maximal effect; % of control where 0% means no effect
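FP read-out: FITC-PTAP peptide, 50 nM final, binding Tsg101 binding domain, 10 uM final; 20 min, r.t.; 10 mM HEPES pH 7.5, 0.15 M NaCl, 0.01% Tween 20, 3 mM EDTA, 0.1 mM TCEP.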
PKM2 activator: activators of human pyruvate kinase M2; P14618; purified PKM2, Kinase-Glo ATP luminescence, activation; response scale: 0% is enzyme alone, no compound; Potency, µM (top dose mostly 57.5 µM), for inactives: top-dose activation, actives largely listed as activators; 260,000 tested, 0.34% active; AID 1631; also: potency is read from the fitted curve at half-maximal effect; % is scaled to controls: 0 for no effect and ±100 for the full control effect; nearly all actives have a fitted effect of over 55% in size
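Kinase-Glo luminescence reports ATP generated from ADP (0.1 mM) and PEP (0.5 mM) by purified hPK-M2 after 1 h at room temperature, pH 7.2 imidazole buffer; intermediate enzyme activity allows detecting inhibitors and activators.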
Tb PFK inh: T. brucei PFK enzyme inhibition | O15648 | T. brucei PFK, ADP-Glo luminescence | Potency, µM (top dose mostly 57.5 µM), inactives show top-dose activity, negative = inhibition, usual class: inhibitors | 330,000 tested, 0.17% active | AID 485367;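 also: potency is read from the fitted curve at half-maximal effect; 0% = uninhibited 1x PFK enzyme wells and -100% = no-enzyme wells; nearly all actives have a fitted effect of over 60% in size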
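PFK 1.25 nM, F6P 0.5 mM, ATP 0.1 mM, 0.1 M TEA pH 8.0, 5 mM MgCl2, 0.01% Tween20, 0.1% BSA; 45 min RT. ADP-Glo readout. qHTS titration up to 57 uM; curves fitted, compounds curve-classed.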
B2AR arrestin: beta2AR (human) beta-arrestin recruitment activity. Potency, µM (doses to about 46.1 µM), without a hit: top-dose activation, actives largely listed as activators. beta-arrestin recruitment to beta2AR, cell-based reporter. AID 492947. 330,000 tested, 0.02% active;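 also: potency is read from the fitted curve at half-maximal effect; 0% = DMSO controls and full agonism = EC100 isoproterenol or metaproterenol; nearly all actives have a fitted effect of over 65% in size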
Target sequence (P07550 whole entry, looked up): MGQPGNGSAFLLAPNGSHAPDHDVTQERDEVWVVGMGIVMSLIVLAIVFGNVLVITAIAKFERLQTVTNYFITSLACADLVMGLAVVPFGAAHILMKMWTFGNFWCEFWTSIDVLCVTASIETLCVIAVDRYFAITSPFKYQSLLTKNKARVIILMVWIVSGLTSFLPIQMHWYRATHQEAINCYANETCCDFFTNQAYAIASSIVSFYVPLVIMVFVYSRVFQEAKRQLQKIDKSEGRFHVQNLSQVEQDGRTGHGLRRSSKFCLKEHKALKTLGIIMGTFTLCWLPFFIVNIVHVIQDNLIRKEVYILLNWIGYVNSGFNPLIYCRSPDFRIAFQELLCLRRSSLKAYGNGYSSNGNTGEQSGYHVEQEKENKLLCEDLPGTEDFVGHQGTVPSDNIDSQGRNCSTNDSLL
ASM inhibitor: blocks human secretory acid sphingomyelinase | P17405 | placental ASM, HMU-PC fluorogenic substrate, 60 min | Potency, µM (top dose mostly 57.5 µM), inactives show top-dose activity change, negative = inhibition, most hits filed as inhibitors | 340,000 tested, 0.006% active; also: potency is read from the fitted curve at half-maximal effect
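HMU-PC0 cleavage (9 uM final) by human placental ASM, 60 min at 37 °C following 10 min compound exposure at RT; stopped at pH 10, fluorescence Ex 386/Em 447 nm.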
a7 integrin act: activates integrin-mediated alleviation for muscular dystrophy | alpha7betagal myoblasts, beta-gal FDG fluorescence, 48 h | Potency, µM (titrated, usually from 38.3 µM), without a hit: top-dose activation, usual class: activators | 350,000 tested, 0.064% active | AID 624291;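 also: potency is read from the fitted curve at half-maximal effect; 100% = response of the positive control SU9516; nearly all actives have a fitted effect of over 60% in size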
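Alpha7betagal+/- myoblasts (passage 13) were plated 16-24 hr, then exposed to compounds (1:260 dilution of DMSO stock) for 48 hours at 37C. After MPER lysis, β-galactosidase reporter activity was read as FDG fluorescence (ex 480/em 540) after 30 minutes.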
FBPA coupling cs: inhibits coupling enzyme system, counter-screen for aldolase hits | activity change, negative = inhibition, % at 58.2 µM, hits read low | coupling enzyme system counterscreen, AmpLite Red fluorescence | 290,000 tested, 0.67% active; in the data active = activity change below about -30%; also: % is scaled to controls: 0 for no effect and ±100 for the full control effect
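Final compound at 57.5 uM, incubated 10 min at RT with coupling enzyme reagent (glyceraldehyde-3-phosphate), then 20 min with substrate and AmpLite Red detection. Fluorescence read at 525/598 nm; tests interference with the coupling assay, not aldolase inhibition.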
GALK inh: galactokinase (human) inhibition | P51570 | Purified GALK, Kinase-Glo residual ATP luminescence | Potency, µM (doses to about 57.5 µM), without a hit: top-dose activity change, negative = inhibition, actives largely listed as inhibitors | 270,000 tested, 0.007% active | AID 1868; also: potency is read from the fitted curve at half-maximal effect; % is scaled to controls: 0 for no effect and ±100 for the full control effect
Target sequence (P51570 whole entry, looked up): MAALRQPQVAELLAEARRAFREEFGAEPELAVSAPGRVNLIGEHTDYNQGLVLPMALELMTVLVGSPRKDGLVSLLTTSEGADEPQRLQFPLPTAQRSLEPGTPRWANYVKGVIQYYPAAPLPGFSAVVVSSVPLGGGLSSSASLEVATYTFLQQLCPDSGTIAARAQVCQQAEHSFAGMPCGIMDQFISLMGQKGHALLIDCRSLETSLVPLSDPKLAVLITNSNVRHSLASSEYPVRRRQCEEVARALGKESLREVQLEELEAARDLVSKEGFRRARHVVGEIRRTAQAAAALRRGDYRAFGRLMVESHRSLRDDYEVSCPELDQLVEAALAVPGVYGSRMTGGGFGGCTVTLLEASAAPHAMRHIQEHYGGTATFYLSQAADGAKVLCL
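Luminescence from leftover ATP (Ultra-Glo luciferase/luciferin) served as read-out after a 1 h room-temperature reaction of 5 nM GALK with 35 uM ATP and 100 uM galactose.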
Chronic BCR inh: blocks chronic active B-cell receptor signaling; ABC-DLBCL IkBa-CBG/CBR reporter, luminescence ratio, 4 h; Potency, µM (titrated, usually from 46.1 µM), for the others: top-dose ratio change, negative = lower green/red ratio, usual class: inhibitors; 340,000 tested, 0.05% active; active = well fitted inhibition curve with a large enough effect in the signal ratio, with a control signal flat, not every such curve was filed as active; inconclusive = small, poorly fitted or top-dose-only effect, or effect the other way, or a change in a side signal; the % refers to the signal ratio;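 also: potency is read from the fitted curve at half-maximal effect; plate controls were basal doxycycline-induced cells for no effect and cells given 10 µM MG132 for full effect; MG132 reads +100%, hits lower the ratio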
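Cell line TMD8 (human ABC DLBCL), stably expressing tet-inducible CBG68-IkBa fusion and CBR; IMDM/0.5% FBS; cpd up to 46 uM; dox induction, 4 h, 37C/5% CO2; dual luminescence; green/red ratio; MG132 control.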
An asterisk follows results filed as active; u = inconclusive; x = not tested or not shown; [ ] = another dose, or the depositor's remark. Unless noted, calls follow the shape of the dose curve; as a rule, active = well fitted curve in the direction sought with a large enough effect; inconclusive = small, poorly fitted or top-dose-only effect, or another doubt; inactive = no such curve, though single readings can be large; an effect the other way counts as inactive or inconclusive. The list is partial; rates above refer to the full screens.

SMILES | Menin-MLL TR inh | Giardia killer | PTAP TSG101 blk | PKM2 activator | Tb PFK inh | B2AR arrestin | ASM inhibitor | a7 integrin act | FBPA coupling cs | GALK inh | Chronic BCR inh
CCOc1ccccc1NC(=O)C1(S(=O)(=O)c2ccc(Cl)cc2)CC1 | -21.8% | 9.4 | -2.0% | x | 2.4% | -0.2% | -2.9% | 9.4% | -5.3 | -2.7% | 4.9%
COC(=O)c1cc(C(=O)c2cc(Br)ccc2O)coc1=N | 6.6% | -8.4 | 1.5% | 3.9% | 7.2% | -0.5% | 16.5% | -20.8% | 1.0 | -2.0% | -2.7%
c1ccc(COC2CCCN(Cc3nc(Cc4ccccc4)no3)C2)cc1 (stereo unspecified) | -0.7% | 5.5 | -7.3% | 1.9% | 3.2% | -0.5% | 4.4% | 4.9% | 5.7 | 0.8% | -1.2%
COC(=O)/C(=C(/F)SCC(C)=O)C(F)(F)F | 5.5% | x | x | -0.8% | -1.3% | -0.2% | x | x | -2.0 | -0.7% | 7.3%
O=C(CSc1nnc(NC(=O)c2ccccc2Cl)s1)NC1CC1 | 8.9% | -16.7 | -2.5% | -8.9% | 0.6% | 0.1% | 0.9% | 19.0% | 3.6 | 7.5% | -0.3%
COc1ccc(CNC(=O)C2CCN(S(=O)(=O)c3ccc4c(c3)NC(=O)CO4)CC2)cc1 | x | 3.1 | -0.3% | x | -19.3% | 0.0% | 1.9% | 23.5% | x | 0.9% | u
O=C(Nc1nc2ccccc2s1)C1CCN(S(=O)(=O)c2cc([N+](=O)[O-])ccc2Cl)CC1 | x | u | -0.3% | 2.6% | 0.5% | -0.3% | -18.5% | -42.0%[inhibitor] | -8.2 | -2.9% | u
CCNc1ccc(N=Nc2c(C)n(C)n(-c3ccccc3)c2=O)cc1 | -18.6% | -98.5* | -0.2% | -6.3% | 7.4% | 0.2% | -16.2% | -1.5% | -3.1 | 0.1% | u
CC1(C)Cc2c(sc3nc4n(c(=N)c23)CCC4)CO1 | 0.7% | -6.8 | -4.5% | 9.0% | 6.2% | 0.1% | 3.8% | 2.8% | 3.7 | 1.5% | -6.8%
Cc1c(C(=O)N2CCCCC2)c(S(=O)(=O)N2CCc3ccccc32)c(C)n1C | x | -10.5 | 1.2% | x | -0.9% | 0.0% | 3.7% | 30.1% | x | 5.7% | 0.2%
CCOC(=O)c1ccc2nc(NC(=O)C(C)C)sc2c1 | 0.8% | -19.5 | -5.2% | 0.5% | 8.7% | 0.0% | 12.7% | -5.9% | 0.1 | 0.7% | u
C=CCn1c(CCCNC(=O)c2ccccc2OC)nc2ccccc21 | u | -2.1 | -11.3% | 2.1% | 1.7% | 0.5% | 1.6% | 11.8% | 4.5 | -3.6% | -8.6%
COc1ccccc1/C=N\Nc1ccccc1[N+](=O)[O-] | x | 3.6 | -1.0% | -1.2% | -1.1% | 0.0% | -12.4% | -15.4% | 2.7 | -2.7% | u
Cc1ccc(NC(=O)C(=O)NNC(=O)c2cccs2)cc1 | 10.3% | -6.4 | 0.5% | x | u | 0.0% | -3.0% | -21.6% | 0.5 | -0.8% | u
O=C(NCCCN1CCOCC1)C(=O)c1c[nH]c2ccccc12 | 12.6% | -3.3 | 1.0% | -4.6% | 0.3% | 0.3% | -0.3% | -19.1% | -1.1 | 13.8% | -3.2%
CC(C)c1ccccc1NC(=O)C1CC(=O)N(C2CCCC2)C1 (stereo unspecified) | 0.3% | 2.9 | 2.8% | -2.0% | -0.1% | 0.1% | 1.3% | 16.0% | -1.1 | -2.1% | 1.6%
O=C(C1CCC(CNc2c(N3CCCCC3)c(=O)c2=O)CC1)N1CCN(C2CCCCC2)CC1 (stereo unspecified) | x | 1.5 | -2.1% | -3.3% | -2.3% | -0.9% | 1.4% | 8.9% | 5.3 | 0.2% | u
COc1ccc(C(=O)C2CCCN(Cc3cccn3-c3ccccn3)C2)c(OC)c1 (stereo unspecified) | u | 10.5 | -3.1% | 2.3% | 0.2% | -0.3% | 1.2% | -39.9% | 2.7 | -1.6% | -5.7%
Cc1cc(NC(=O)c2ccccc2)ccc1NC(=O)c1ccccc1Cl | 9.6% | -20.7 | 0.6% | -9.4% | 0.2% | -1.0% | -0.7% | -20.2% | 1.6 | -4.0% | u
CCN(CC)C(=O)COC(=O)C1=NN(c2cc(C)ccc2C)C(=O)CC1 | -1.9% | 12.3 | -6.7% | -0.8% | -4.0% | -1.1% | 1.2% | -16.6% | 1.3 | -1.1% | u
COc1ccc(C(C(=O)NC2CCCC2)N(CCCO)C(=O)c2snc(C(N)=O)c2N)cc1 (stereo unspecified) | 1.9% | -6.8 | -0.5% | -6.6% | 0.5% | -1.0% | 250.3%[activator] | 33.9% | 1.3 | -0.1% | 2.8%
O=S(c1ccsc1)c1ccsc1 | 11.3% | 10.4 | -0.6% | -16.2% | 1.2% | -2.0% | 3.4% | -2.4% | -3.4 | 0.1% | u
O=C(O)c1cc(-c2ccco2)nn1-c1cccc(Cl)c1 | 29.0% | 13.5 | -8.3% | 25.1µM* | -20.3% | -0.3% | 3.3% | -12.0% | 1.7 | 10.5% | 11.7%
Nc1c(C(=O)Nc2ccccc2)nnn1-c1ccc2c(c1)OCCO2 | 14.2% | -11.8 | 0.3% | -7.1% | -3.0% | 0.2% | 24.3% | 9.2% | -1.2 | 1.6% | u
O=C(CSc1ccc(Cl)cc1)NNC(=O)c1cccnc1 | u | 9.8 | -9.1% | 19.7% | -19.0% | 0.1% | 1.5% | 5.2% | 0.7 | 2.4% | -1.3%

Remaining list, next part
SMILES | Menin-MLL TR inh | Giardia killer | PTAP TSG101 blk | PKM2 activator | Tb PFK inh | B2AR arrestin | ASM inhibitor | a7 integrin act | FBPA coupling cs | GALK inh | Chronic BCR inh
COc1cccc(C2(O)CCN(C(=O)C3CC3)CC2)c1 | -7.2% | -14.0 | -2.7% | -9.8% | -3.6% | -0.3% | 2.6% | 30.1% | -4.6 | -1.2% | 7.2%
COc1ccccc1C(=O)Nc1ccc(OCC(=O)N2C(C)CCCC2C)cc1 (stereo unspecified) | x | 5.4 | -4.4% | x | -1.3% | 0.5% | -0.5% | 18.6% | x | x | 3.9%
CN(C(=O)c1ccc2c(Cl)c3c(nc2c1)CCC3)c1ccccc1 | -12.3% | 9.0 | -4.8% | 1.2% | -1.4% | 7.6% | -2.5% | -16.3% | 4.3 | x | u
CCOC(=O)C(CCCCOc1cccc(CC)c1)C(=O)OCC | -8.7% | -3.6 | -3.7% | -0.8% | 4.2% | -2.0% | 7.7% | 6.4% | 0.6 | 2.5% | 0.4%
O=C(CO/N=C/c1c(Cl)cccc1Cl)NNC(=O)c1cccc(Cl)c1 | x | -3.0 | 0.0% | 3.2% | 1.0% | 0.1% | -0.9% | 15.8% | -5.8 | x | 1.1%
Cc1cc(C(=O)c2ccccc2)c(NC(=O)CCl)s1 | -12.7% | 7.3 | -3.5% | 5.7% | 1.6% | -1.3% | -0.4% | -54.9%[inhibitor] | 6.6 | -1.3% | u
CCn1c(CSCc2ccc(C)cc2)nnc1SCC(=O)NCc1ccccc1 | x | 0.6 | -2.3% | -2.4% | -1.5% | -0.7% | -1.6% | -1.4% | 0.5 | -2.7% | 6.5%
CC1CCN(C(C(=O)Nc2ccc3c(c2)OCO3)c2ccccc2)CC1 (stereo unspecified) | -13.3%[11.7 µM] | 15.2 | 4.1% | 1.0% | -1.9% | 0.2% | 9.9% | 36.7% | -1.5 | 2.1% | 11.8%
CC(=O)c1ccc(NC(=O)c2ccc(CSc3ccccc3)o2)cc1 | 4.8% | 8.1 | 1.1% | -2.7% | -13.1% | 0.3% | -14.4% | 9.6% | -1.1 | -1.9% | u
Cc1cccc(NC(=S)NCc2ccc(F)cc2)c1 | 6.5% | 6.6 | -3.2% | -8.0% | -4.3% | 1.8% | 3.6% | 10.9% | 2.4 | x | 3.5%
COc1ccc(C(=O)OCC(=O)c2c[nH]c3ccccc23)c(OC)c1 | x | -15.4 | -2.7% | x | 16.5% | -0.1% | -2.7% | 12.9% | x | x | -13.9%
COc1cccc(CN2CC(C(=O)NCc3cnn(C)c3)CCC2=O)c1 (stereo unspecified) | x | -9.1 | -0.5% | -7.0% | 0.1% | -0.6% | 3.4% | 10.0% | x | 4.0% | -0.8%
Cc1oc2ccc(NS(=O)(=O)c3ccc(C(C)(C)C)cc3)cc2c1C(=O)Nc1ccccc1 | u | -20.9 | -9.7% | 5.4% | -0.5% | -0.4% | -16.9% | -15.2% | 3.9 | -0.7% | u
COc1ccccc1/C=C(/NC(=O)c1ccccc1)C(=O)NCCCn1ccnc1 | 4.4% | 0.0 | -3.8% | -2.0%[0.46 µM] | -0.5% | -0.1% | -0.3% | 28.2% | 2.1 | 7.0% | u
